# Compound activity deposited in PubChem BioAssay by The Scripps Research Institute Molecular Screening Center.
# LYPLA1 counter – LYPLA1 inhibitors, primary screen, counter-screen for PME1 inhibitor project, biochemical, fluorescence polarization, FP-Rh probe ABPP. Acyl-protein thioesterase 1 (Homo sapiens), O75608. recombinant LYPLA1. inhibition, % at 5.9 µM. hit rate 0.16% among 320,000;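 active means inhibition above the mean of all tested compounds plus 3 SD, set per campaign, cut at about 14% in these data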;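 further: inhibitors block serine hydrolase probe labeling of LYPLA1 so polarization falls; 0% = enzyme with DMSO and 100% = wells lacking LYPLA1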
# GSTO1 inh – inhibitors of recombinant GSTO1, primary screen, counter-screen for RBBP9 inhibitor project, biochemical, fluorescence polarization; activity-based probe fluorescence polarization; inhibition, % at 5.96 µM; hit rate 1.1% among 300,000;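 active means inhibition above the campaign mean inhibition plus 3 SD, cut at about 35% in these data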;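 further: 0% = GSTO1-1 with DMSO and 100% = wells lacking GSTO1-1 enzyme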
# Target sequence (P78417 whole entry, looked up): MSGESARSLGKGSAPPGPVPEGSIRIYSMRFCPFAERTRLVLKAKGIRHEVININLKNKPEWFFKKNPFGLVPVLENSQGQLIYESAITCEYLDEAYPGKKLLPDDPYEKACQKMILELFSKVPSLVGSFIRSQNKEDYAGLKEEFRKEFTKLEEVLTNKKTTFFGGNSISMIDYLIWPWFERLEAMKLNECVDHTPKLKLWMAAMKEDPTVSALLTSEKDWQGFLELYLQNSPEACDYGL
# PAFAH1B3 inh – PAFAH1B3 enzyme inhibitors, primary screen, biochemical, fluorescence polarization, human | Platelet-activating factor acetylhydrolase IB subunit alpha1 (Homo sapiens), Q15102 | recombinant PAFAH1B3, FP-rhodamine probe | inhibition, % at 3.39 µM | hit rate 0.28% among 340,000 | AID 492972, 2010;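 active means inhibition above the screen-wide average of all tested compounds plus 3 SD, cut at about 25% in these data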;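 further: 0% = enzyme with DMSO only and 100% = wells lacking PAFAH1B3 protein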
# LYPLA2 inh – LYPLA2 inhibitors, primary screen, counter-screen for PME1 inhibitor project, biochemical, fluorescence polarization, FP-Rh probe ABPP | Acyl-protein thioesterase 2 (Homo sapiens), O95372 | recombinant LYPLA2 | inhibition, % at 5.9 µM | hit rate 0.38% among 320,000;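 active means inhibition above the screen-wide mean plus 3 SD, limit set per campaign, cut at about 26% in these data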;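 further: 0% = LYPLA2 with DMSO and 100% = wells lacking LYPLA2 enzyme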
# Target sequence (O95372 whole entry, looked up): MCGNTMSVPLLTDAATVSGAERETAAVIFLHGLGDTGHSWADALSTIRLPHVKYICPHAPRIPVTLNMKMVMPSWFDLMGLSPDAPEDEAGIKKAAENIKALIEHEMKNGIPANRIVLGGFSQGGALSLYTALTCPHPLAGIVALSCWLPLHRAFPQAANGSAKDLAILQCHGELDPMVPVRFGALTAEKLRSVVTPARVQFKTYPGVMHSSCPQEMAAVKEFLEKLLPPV
# PAFAH2 FP inh – PAFAH2 enzyme inhibitors, primary screen, biochemical, fluorescence polarization, human | Platelet-activating factor acetylhydrolase 2, cytoplasmic (Homo sapiens), Q99487 | recombinant PAFAH2, FP-rhodamine activity probe | inhibition, % at 3.39 µM | hit rate 0.99% among 340,000 | AID 492956, 2010;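 active means inhibition above the mean over all tested compounds plus 3 SD, cut at about 30% in these data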;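 further: inhibitors block probe labeling of enzyme so polarization drops; 0% = enzyme with DMSO and 100% = wells lacking PAFAH2 protein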
# pPAFAH FP inh – pPAFAH enzyme inhibitors, primary screen, biochemical, fluorescence polarization, human. hit rate 1.5% among 330,000. Platelet-activating factor acetylhydrolase (Homo sapiens), Q13093. recombinant pPAFAH, FP-rhodamine probe fluorescence polarization. inhibition, % at 3.39 µM;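 active means inhibition above the mean inhibition across the screen plus 3 SD, cut at about 25% in these data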;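 further: inhibitors block binding of the rhodamine activity-based probe so polarization drops; 0% = enzyme with DMSO and 100% = wells lacking pPAFAH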
# PME-1 inh – PME-1 inhibitors via competitive probe labeling, primary screen, biochemical, fluorescence polarization, FP-Rh probe, HTS | hit rate 0.53% among 320,000 | inhibition, % at 5.9 µM | AID 2130, 2009 | Protein phosphatase methylesterase 1 (Homo sapiens), Q9Y570 | recombinant PME-1;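 active means inhibition above the campaign mean of all compounds plus 3 SD, cut at about 26% in these data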;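 further: competitive labeling of PME-1 active site by serine hydrolase directed probe; 0% = PME-1 with DMSO and 100% = wells lacking PME-1 enzyme; inhibitors block probe labeling so polarization falls and inhibition rises; many of its hits are not listed in these tables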
# Target sequence (Q9Y570 whole entry, looked up): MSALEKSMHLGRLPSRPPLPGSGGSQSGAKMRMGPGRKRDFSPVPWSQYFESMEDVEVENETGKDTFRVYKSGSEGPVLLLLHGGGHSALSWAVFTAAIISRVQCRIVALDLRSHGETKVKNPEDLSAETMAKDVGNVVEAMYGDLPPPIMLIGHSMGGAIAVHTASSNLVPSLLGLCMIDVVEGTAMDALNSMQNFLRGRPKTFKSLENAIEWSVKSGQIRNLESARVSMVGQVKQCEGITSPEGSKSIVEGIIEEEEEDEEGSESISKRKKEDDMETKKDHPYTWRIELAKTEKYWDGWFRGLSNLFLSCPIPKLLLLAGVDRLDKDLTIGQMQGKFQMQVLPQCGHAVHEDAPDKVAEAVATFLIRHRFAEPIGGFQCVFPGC
# PAFAH1B2 FP inh – PAFAH1B2 enzyme inhibitors, primary screen, biochemical, fluorescence polarization, human | Platelet-activating factor acetylhydrolase IB subunit alpha2 (Homo sapiens), P68402 | recombinant PAFAH1B2, FP-rhodamine activity probe | inhibition, % at 3.39 µM | hit rate 1.2% among 340,000 | AID 492953, 2010;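 active means inhibition above the mean of all tested compounds plus 3 SD, cut at about 24% in these data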;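 further: 0% = enzyme with DMSO and 100% = wells lacking PAFAH1B2; many of its hits are not listed in these tables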
# PAD4 FP inh – human PAD4 inhibitors, primary screen, biochemical, fluorescence polarization, 1536-well format. Protein-arginine deiminase type-4 (Homo sapiens), Q9UM07. recombinant PAD4, RCA probe fluorescence polarization. inhibition, % at 6.36 µM. hit rate 0.41% among 330,000. AID 485272, 2010;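 active means percent inhibition above a cutoff equal to the mean of all tested compounds plus 3 SD, cut at about 15% in these data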;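 further: 0% = PAD4 with RCA probe and DMSO and 100% = probe without PAD4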
# The depositor's hits bear a star; . = no result given. These rows are one share of the data; rates above refer to the full screens.
SMILES,LYPLA1 counter,GSTO1 inh,PAFAH1B3 inh,LYPLA2 inh,PAFAH2 FP inh,pPAFAH FP inh,PME-1 inh,PAFAH1B2 FP inh,PAD4 FP inh
CCC(C)NC(=O)c1ccccc1-c1ccccc1C(=O)NC(C)CC (stereo not given),-2,6,-2,-12,8,0,-3,4,1
O=C(CCN=C1NS(=O)(=O)c2ccccc21)N1CCc2ccccc2C1,2,-3,2,-6,1,4,-1,-1,-2
CCOP(=O)(OCC)c1nc(-c2cccc3ccccc23)oc1NCc1ccccc1,1,6,4,7,3,1,11,-1,0
COCCn1c(C)cc(C(=O)COC(=O)c2ccccc2Br)c1C,-1,1,1,-3,3,2,-1,4,0
Cc1ccc(NC(=O)c2cnccn2)cc1C,-2,0,12,1,0,-3,2,5,2
Cc1ccc(C)c(OCCC(=O)OCC(=O)Nc2cccc(S(=O)(=O)N3CCCC3)c2)c1,-5,26,1,-9,3,18,0,3,-1
O=C(Nc1ncccn1)c1ccc(Cl)c([N+](=O)[O-])c1,1,15,-2,-1,1,-1,-3,-7,5
COc1ccc(OC)c(NS(=O)(=O)c2ccc(Cl)nc2)c1,0,12,3,-1,-1,0,1,2,0
O=c1[nH]c(-[n+]2ccccc2)c(/C=N/N=C(\[O-])c2ccccc2)s1,2,6,0,-10,-4,2,-6,4,-1
CCC(Sc1ncccc1C(=O)Oc1cccc([N+](=O)[O-])c1)C(=O)Nc1ccccc1OC (stereo not given),-3,2,1,-3,-17,1,7,-2,5
CC1CCN(C(=O)CSc2ccc(-c3ccc(F)cc3)nn2)CC1,-1,0,-2,0,8,1,1,4,2
CCN(CC)CC(O)Cn1c2ccccc2c2ccccc21 (stereo not given),6,1,-2,9,9,2,-1,0,0
COc1ccc(C2CC(=O)OC3=C2C(=O)CC(C)(C)C3)c(OC)c1 (stereo not given),0,12,2,-2,-3,-3,-7,3,4
COc1ccccc1NC(=O)CSc1nnnn1-c1ccc2c(c1)OCO2,1,5,-8,9,-1,0,4,-5,-2
Cn1cc(CN2CCC(C(=O)Nc3cccc(-c4cscn4)c3)CC2)cn1,-1,-5,8,7,4,5,1,-6,0
CC1CN(Cc2nc3c(c(=O)n(C)c(=O)n3C)n2CCCc2ccccc2)CC(C)O1 (stereo not given),-2,9,15,3,4,-1,2,-2,2
COC(=O)c1c(C)[nH]c(C(=O)/C=C/c2ccccc2Cl)c1C,0,-12,-5,-2,-7,-2,-1,-1,0
COc1ccc(S(=O)(=O)N2CCN(C(=O)NCc3ccc(OC)c(OC)c3)CC2)cc1,-1,2,1,-6,-16,3,1,0,-1
Cc1cc(C)c(C(=O)OCc2csc(CC(=O)Nc3ccccc3C)n2)c(C)c1,-2,0,3,-1,4,18,-1,4,-2
Cc1[nH]c2ccc(F)cc2c1CCN(Cc1cccnc1)C(=S)NC(C)(C)C,3,2,5,5,7,4,-4,4,5
C=CCOC(=O)C1=C(C)NC(=O)NC1c1ccc(Cl)cc1 (stereo not given),3,-5,-5,5,-6,-3,1,0,2
CC(=O)N1CCN(c2nnc(-c3ccc(C)cc3)c3ccccc23)CC1,-2,1,10,8,-4,5,0,1,-8
Fc1ccc(C[n+]2csc3ccccc32)cc1,0,9,3,2,0,-4,3,6,21*
Cc1ccc(-c2csc(N=C(N)N)n2)cc1,1,-1,6,0,4,1,2,4,-1
O=C(Nc1nc2ccccc2s1)c1ccc(Cl)s1,-8,-14,4,-2,1,-1,-2,0,-6

# Continuation.
SMILES,LYPLA1 counter,GSTO1 inh,PAFAH1B3 inh,LYPLA2 inh,PAFAH2 FP inh,pPAFAH FP inh,PME-1 inh,PAFAH1B2 FP inh,PAD4 FP inh
COc1ccc(NC(=O)c2ccc(Br)o2)c([N+](=O)[O-])c1,-1,6,5,-2,3,7,-8,-1,-2
COc1ccc(C(=O)NCc2cnn(C)c2C)cc1OC1CCN(C(C)C)CC1,0,-12,3,0,3,2,3,4,-1
Oc1ccc(/C=N/n2c3ccccc3c3ccccc32)cc1,-1,2,6,2,-11,5,24,4,-3
COc1ccccc1-n1c(SCC(=O)NCc2ccc3c(c2)OCO3)nc2cc([N+](=O)[O-])ccc21,2,-1,10,-9,-4,14,5,1,-3
Cc1ccc(C(=O)NNS(=O)(=O)c2ccccc2[N+](=O)[O-])cc1,1,9,5,6,0,3,-4,2,1
COc1ccc(CNC(=O)C(OC(=O)c2ccco2)c2ccccc2F)cc1 (stereo not given),-1,11,-3,0,1,4,-3,6,4
CC(OC(=O)C1=NNC(=O)CC1)C(=O)Nc1ncc(Cl)cc1Cl (stereo not given),-1,4,0,7,-7,-1,1,3,-2
Cc1ccc2nc(C(=O)N3CCCC(Nc4ccc(F)cc4)C3)cn2c1 (stereo not given),1,1,11,5,1,5,-2,2,-1
CCOC(=O)C1(Cc2cccc(Cl)c2)CCCN(C(=O)C(C)(C)C)C1 (stereo not given),0,2,5,0,-5,-7,0,-3,-12
Cc1ccc(C(=O)Nc2ccc(N3CCCC3)cc2)c(C)c1,-4,-9,12,-9,2,0,-8,0,-1
Cc1ccc(OC(=O)CCC(=O)N2CCc3ccccc32)cc1,-5,5,7,1,6,20,-7,-1,-1
c1csc(-c2nc(CN3CCSCC3)cs2)c1,0,-5,7,1,-1,-3,3,7,-4
CCSc1nsc(NC(=O)Nc2cccc(F)c2)n1,-18,-73,0,-19,-29,-6,-22,5,-22
Cc1ccc(C(=O)NCc2ccc3c(c2)OCO3)cc1N1CCCC1=O,0,3,6,-3,0,3,2,3,-1
O=C(CN(C(=O)c1csnn1)c1ccc2c(c1)OCCO2)NCc1ccc(F)cc1,-1,5,0,8,-3,8,4,3,0
O=C(NC1(C(F)(F)F)NC(=O)N(Cc2cccnc2)C1=O)c1ccccc1Cl (stereo not given),4,2,6,2,-7,-1,0,0,-6
CCOC(=O)c1c(C)n(C)c2cc(CN(C)C)c(O)c(S(=O)(=O)c3ccccc3)c12,1,4,9,3,6,2,-1,5,-1
N#Cc1c(C(F)(F)F)cc(-c2cccc(Cl)c2)[nH]c1=O,1,-11,-6,1,-2,9,1,2,4
COC(=O)C(C)N1C(=O)S/C(=C\c2ccc(-c3ccc(C(=O)O)cc3C)o2)C1=O (stereo not given),0,-12,7,-5,-4,8,-60,6,-9
Cc1n(-c2ccccc2)c2ccc(Cl)cc2[n+]1CCO,3,5,10,2,4,4,-5,5,2
CCS(=O)(=O)N1CCCC(C(=O)NCc2cccnc2)C1 (stereo not given),-2,-1,-2,-3,4,-2,2,3,-2
Clc1ccc(Nc2nc(N3CCOCC3)nc(N3CCOCC3)n2)cc1Cl,-1,-5,-4,10,-2,-5,-14,-2,-1
CCC(CO)N=CC1=C(O)CC(C)(C)CC1=O (stereo not given),7,0,11,4,6,2,1,-3,4
CN(CC(=O)Nc1ccccc1Cl)C(=O)c1cccc(S(=O)(=O)N2CCN(c3ccc(F)cc3)CC2)c1,1,-3,2,1,15,11,7,0,-5
COc1ccc(CN(C(=O)c2cnccn2)C(C(=O)NC(C)(C)C)c2cc(OC)c(OC)c(OC)c2)cc1 (stereo not given),0,8,1,3,-3,3,3,0,1

# The results go on.
SMILES,LYPLA1 counter,GSTO1 inh,PAFAH1B3 inh,LYPLA2 inh,PAFAH2 FP inh,pPAFAH FP inh,PME-1 inh,PAFAH1B2 FP inh,PAD4 FP inh
Cc1ccc(C)c(C(=O)CCC(=O)O)c1,3,7,-3,7,-17,0,-4,3,-1
O=C(OCC(=O)N1CCCCC1)c1cc(S(=O)(=O)N2CCOCC2)c(Cl)cc1Cl,.,.,9,.,11,3,.,1,-3
COc1ccc([N+](=O)[O-])cc1NC(=O)c1ccccc1N(C)S(C)(=O)=O,2,10,3,2,-5,2,1,-2,-4
COc1ccc(C(=O)NCCS(=O)(=O)N2CCC3(CC2)OCCO3)cc1,1,10,8,1,-3,0,-4,4,3
CCn1c(SCc2nc(-c3ccc(Cl)cc3)no2)nnc1-c1ccco1,-1,27,2,-2,3,2,-1,3,4
Cc1nnc(Sc2nc3c(c(=O)n(C)c(=O)n3C)n2Cc2ccc(Cl)cc2)s1,1,-3,3,2,12,1,0,-3,0
CCOC(=O)CSc1ncc(-c2cccc(Cl)c2)cn1,-2,3,-1,3,-4,4,0,7,7
CCCCC(=O)N=c1sc2cc(S(C)(=O)=O)ccc2n1C,-1,3,11,1,2,0,1,2,1
